BAZ2B inh – blocks human BAZ2B; Q9UIF8; 360,000 tested, 4.4% active; Potency, µM (titrated, usually from 114 µM), for the others: at the top dose activity change, negative = inhibition, hits mostly inhibitors; AlphaScreen BAZ2B-H3K14Ac peptide displacement; AID 504333; also: % is scaled to controls: 0 for no effect and ±100 for the full control effect; nearly all actives have a fitted effect of over 60% in size
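BAZ2B (50 nM) with biotin-H3(5-23)K14Ac peptide (50 nM) in PBS pH 7.4, 0.01% Tween-20, preformed 30 min, then compound 30 min at room temperature; top concentration 110uM. AlphaScreen streptavidin donor/nickel chelate acceptor beads (10 ug/mL final), 20 min dark, signal read.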
Tb PGK inh – blocks T. brucei phosphoglycerate kinase | P07378 | PGK/GAPDH coupled, Kinase-Glo luminescence, 60 min | Potency, µM (titrated, usually from 57.5 µM), for inactives: at the highest dose activity change, negative = inhibition, hits mostly inhibitors | 380,000 tested, 0.043% active; also: % is scaled to controls: 0 for no effect and ±100 for the full control effect; nearly all actives have a fitted effect of over 60% in size
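Luminescent ATP detection (Kinase-Glo Plus) follows a 60-minute room-temperature incubation, with wells lacking PGK as controls. Buffer: 100 mM TEA (pH 7.6), 5 mM MgCl2, 0.01% Tween-20. Coupling enzyme GAPDH (100 nM final) supplies unstable 1,3-BPG in-well.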
GLS inh – glutaminase GLS (human) inhibition. GLS enzymatic activity, qHTS titration. Potency, µM (series often up to 45.5 µM), for inactives: at the highest dose activity change, negative = inhibition, actives largely listed as inhibitors. O94925. 410,000 tested, 0.21% active; also: % is scaled to controls: 0 for no effect and ±100 for the full control effect
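hKGA; 45 mM KH2PO4 pH 8.2 + 0.02% Tween-20; cpd via pin tool; 1 mM Gln soln; GluOx/HRP/Amplex Red; RT 30 min; fluor. t0 & final.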
BLM inh – Bloom syndrome helicase (human) inhibition; P54132; recombinant BLM DNA unwinding, fluorescence dequenching; Potency, µM (top dose mostly 56.1 µM), without a hit: at the highest dose activity change, negative = inhibition, usual class: inhibitors; 350,000 tested, 0.2% active; AID 2528;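 also: plate controls were vehicle for no effect and no enzyme for full effect; nearly all actives have a fitted effect of over 35% in size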
Target sequence (P54132 whole entry, looked up): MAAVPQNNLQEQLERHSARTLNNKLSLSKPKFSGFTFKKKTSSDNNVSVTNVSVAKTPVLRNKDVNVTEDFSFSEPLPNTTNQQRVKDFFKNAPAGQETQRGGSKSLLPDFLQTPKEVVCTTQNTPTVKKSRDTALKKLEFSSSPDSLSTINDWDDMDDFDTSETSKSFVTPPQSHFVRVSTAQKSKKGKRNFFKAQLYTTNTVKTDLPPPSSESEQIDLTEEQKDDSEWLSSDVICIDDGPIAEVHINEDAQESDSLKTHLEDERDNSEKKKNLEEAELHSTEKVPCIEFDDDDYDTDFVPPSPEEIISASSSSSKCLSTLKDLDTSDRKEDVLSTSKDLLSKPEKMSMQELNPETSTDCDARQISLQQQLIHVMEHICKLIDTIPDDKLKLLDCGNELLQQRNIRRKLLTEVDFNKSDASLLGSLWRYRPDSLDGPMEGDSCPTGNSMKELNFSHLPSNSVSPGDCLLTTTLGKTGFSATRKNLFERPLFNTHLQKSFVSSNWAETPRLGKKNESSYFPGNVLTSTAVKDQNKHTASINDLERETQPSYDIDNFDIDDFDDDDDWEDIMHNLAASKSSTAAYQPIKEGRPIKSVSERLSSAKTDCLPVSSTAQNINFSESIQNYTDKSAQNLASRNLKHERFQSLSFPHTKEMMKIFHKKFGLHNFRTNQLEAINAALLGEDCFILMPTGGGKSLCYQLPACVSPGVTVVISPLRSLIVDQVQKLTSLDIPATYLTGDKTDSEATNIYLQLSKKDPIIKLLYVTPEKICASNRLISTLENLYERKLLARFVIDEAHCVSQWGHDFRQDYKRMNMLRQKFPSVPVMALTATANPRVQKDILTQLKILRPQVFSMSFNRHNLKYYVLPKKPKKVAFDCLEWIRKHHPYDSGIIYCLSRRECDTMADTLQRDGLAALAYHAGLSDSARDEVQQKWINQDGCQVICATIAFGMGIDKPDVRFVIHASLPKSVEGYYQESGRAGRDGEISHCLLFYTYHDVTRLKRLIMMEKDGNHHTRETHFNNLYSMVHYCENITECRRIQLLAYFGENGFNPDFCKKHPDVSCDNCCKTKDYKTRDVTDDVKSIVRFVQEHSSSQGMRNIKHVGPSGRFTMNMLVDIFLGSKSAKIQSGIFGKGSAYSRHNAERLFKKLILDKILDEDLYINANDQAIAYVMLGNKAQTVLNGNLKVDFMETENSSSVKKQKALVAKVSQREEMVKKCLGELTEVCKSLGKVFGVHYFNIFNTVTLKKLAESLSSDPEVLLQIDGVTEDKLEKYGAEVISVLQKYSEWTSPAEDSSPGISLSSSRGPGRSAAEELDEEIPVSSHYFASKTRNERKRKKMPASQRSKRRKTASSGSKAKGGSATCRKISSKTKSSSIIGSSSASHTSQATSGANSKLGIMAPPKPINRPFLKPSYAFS
HP1b binding inh – blocks HP1-beta chromodomain binding to methylated histone tails. 390,000 tested, 0.56% active. P83916. Potency, µM (series often up to 114 µM), for inactives: at the highest dose activity change, negative = inhibition, hits mostly inhibitors. AlphaScreen HP1-beta / biotin-H3K9me3 peptide binding. AID 540317; also: nearly all actives have a fitted effect of over 70% in size; inactives centre near 23
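Compound inhibition of the preformed complex between 50 nM HP1-beta and 50 nM biotinylated H3K9me3 peptide was read by AlphaScreen. Buffer was PBS pH 7.4 with 0.01% Tween-20. Incubations ran 30 min at room temperature, with 10 ug/mL donor/acceptor beads.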
Pin1 inh – inhibitors of human Pin1. Q13526. Pin1 FP peptide displacement, HiFluor488, 10 min. Potency, µM (highest dose often 115 µM), without a hit: at the highest dose activity, negative = inhibition, actives largely listed as inhibitors. 390,000 tested, 0.009% active; active = well fitted inhibition curve with a large enough effect in the polarisation, with a control signal flat, not every such curve was filed as active; inconclusive = small, poorly fitted or top-dose-only effect, or effect the other way, or a change in a side signal; inactive = no such curve, though single readings can be large or run the other way; the % refers to the polarisation; also: % is scaled to controls: 0 for no effect and ±100 for the full control effect
JMJD2A Tudor – JMJD2A Tudor domain (human) inhibition. AID 504339. AlphaScreen JMJD2A-Tudor / H3K4me3 peptide binding. Potency, µM (series often up to 114 µM), without a hit: at the highest dose activity change, negative = inhibition, usual class: inhibitors. 390,000 tested, 4.4% active; also: % is scaled to controls: 0 for no effect and ±100 for the full control effect; nearly all actives have a fitted effect of over 50% in size
Pol iota inh – inhibitors of human DNA polymerase iota. Q9UNA4. Pol iota fluorescent replication assay, 10 min. Potency, µM (series often up to 115 µM), for inactives: top-dose activity, negative = inhibition, usual class: inhibitors. 390,000 tested, 1% active. AID 588590
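Pol iota at 10 nM preincubated 15 min with compounds at room temperature; reaction started with fluorescent substrate, 50 nM final. Fluorescence read kinetically at 0 and 10 min; buffer-only wells as negative control.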
G9a block – inhibitors of human histone lysine methyltransferase G9a | Q96KQ7 | G9a H3K9 monomethylation, AlphaScreen, 2 h | Potency, µM (series often up to 102 µM), without a hit: at the highest dose activity, negative = inhibition, most hits filed as inhibitors | 350,000 tested, 8.8% active; also: % is scaled to controls: 0 for no effect and ±100 for the full control effect; nearly all actives have a fitted effect of over 75% in size
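G9a (20 nM) preincubated 15 min RT with compounds, then 500 nM biotinylated H3K9 peptide and 20 uM SAM added; 2 h RT reaction. Monomethyl-H3K9 product detected by AlphaScreen with anti-H3K9me1 antibody, streptavidin donor and anti-rabbit IgG acceptor beads.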
* hit, by the source's call; i = inactive; ? = inconclusive; . = not tested or not shown; [ ] = another dose, or the depositor's remark. Unless noted, calls follow the shape of the dose curve; as a rule, active = well fitted curve in the direction sought with a large enough effect; inconclusive = small, poorly fitted or top-dose-only effect, or another doubt; inactive = no such curve, though single readings can be large; an effect the other way counts as inactive or inconclusive. Potency is read from the fitted curve at half-maximal effect.

1	Cc1ccsc1/C=N/NC(=O)Cn1cnc2ccccc21
2	Cc1cc(C)nc(Nc2ccc(F)cc2)n1
3	COc1ccc(CSc2nnc3[nH]c(=O)cc(N)n23)cc1
4	CCc1ccc(C(C)NC(=O)C2(C)CC2(Br)Br)cc1 (stereo unspecified)
5	COc1ccc(S(=O)(=O)N2CCN(Cc3cccc([N+](=O)[O-])c3)CC2)cc1
6	COc1ccc(N2CC(NC(=O)COc3ccccc3C)CC2=O)cc1OC (stereo unspecified)
7	Cc1ccc(-c2nn(-c3ccccc3)cc2NC(=O)c2ccccc2)cc1
8	Cc1cccc(CCN(Cc2cc3cccc(C)c3[nH]c2=O)C(=O)N2CCOCC2)c1
9	COc1ccc(N(CCC(=O)Nc2ccccc2F)S(=O)(=O)c2ccc(C)cc2C)cc1
10	CCc1ccc(-n2c(Cc3ccccc3)n[nH]c2=S)cc1
assay / compound	1	2	3	4	5	6	7	8	9	10
BAZ2B inh	-13%	-2%	-22%	8%	.	-2%	10%	0%	2%	-27%
Tb PGK inh	-3%	11%	-2%	2%	-1%	-7%	-7%	-10%	i	-6%
GLS inh	0%	2%	0%	-1%	-1%	1%	3%	0%	1%	13%
BLM inh	-1%	-2%	-2%	-3%	.	0%	-10%	2%	.	-15%
HP1b binding inh	18%	20%	2%	35%	?	39%[activator]	28%	17%	24%	10%
Pin1 inh	9%	-2%	9%	0%	2%	4%	10%	13%	15%	-1%
JMJD2A Tudor	-21%	-1%	-16%[11.4 µM]	10%	20µM*	-14%	-9%	-24%	-13%	22µM*
Pol iota inh	32%[activator]	115%[activator]	8%	32%[activator]	188%[activator]	26%	44%[activator]	13%	2%	104%[activator]
G9a block	9%[59 µM]	10%	35µM*	12%[2.33 µM]	.	14%[59 µM]	2%[59 µM]	12%[12.7 µM]	-19%	?

11	CCC(=O)N1CC2(C)CN(C(=O)CC)CC(C)(C1)C2
12	CC1CN(C(=O)c2cccn(Cc3c(Cl)cccc3Cl)c2=O)CC(C)O1 (stereo unspecified)
13	CCOC(=O)C1Nc2ccc(C(F)(F)F)cc2C2C=CCC12 (stereo unspecified)
14	Nc1nc(SCc2ccc3c(c2)OCO3)n[nH]1
15	CCOC(=O)C1CCN(C(=O)c2cccc(S(=O)(=O)N3CCCc4ccccc43)c2)CC1
16	COc1cccc(-c2nnn(CC(=O)O)n2)c1
17	O=C(NCCCN1CCCC1=O)c1ccc([N+](=O)[O-])s1
18	COc1ccc(-c2cc(C(=O)N(C)Cc3cccc(OC)c3OC)c3ccccc3n2)cc1OC
19	CCOC(=O)c1[nH]c(C)c(CCC(=O)N2CCN(c3cccc(OC)c3)CC2)c1C
20	CN(C(=O)c1cccc(NC(=O)Cc2ccc([N+](=O)[O-])cc2)c1)C1CCCC1
assay / compound	11	12	13	14	15	16	17	18	19	20
BAZ2B inh	-5%	0%	.	2%	.	0%	2%	-13%	-14%	.
Tb PGK inh	-6%	-7%	-6%	-4%	-1%	-7%	-10%	0%	-2%	-5%
GLS inh	-7%	-4%	4%	18%	-6%	-4%	4%	3%	4%	-5%
BLM inh	-2%	-2%	.	-2%	.	1%	.	-11%	0%	.
HP1b binding inh	39%[activator]	19%	-23%	36%[activator]	80%[activator]	14%	13%	25%	18%[57 µM]	10%
Pin1 inh	4%	1%	?	-5%	-6%	1%	-7%	10%	3%	?
JMJD2A Tudor	1%	-3%	50µM*	2%	4%	-6%	-15%	-4%	-18%	?
Pol iota inh	-1%	4%	?	-2%	-8%	4%	26%	36%[activator]	9%	?
G9a block	-8%	10%	.	0%[59 µM]	.	?	9%[59 µM]	18%	9%[59 µM]	.

Some entries already given, showing only HP1b binding inh, Pol iota inh and Tb PGK inh.
| entry | Molecule | HP1b binding inh | Pol iota inh | Tb PGK inh |
| --- | --- | --- | --- | --- |
| 12 | CC1CN(C(=O)c2cccn(Cc3c(Cl)cccc3Cl)c2=O)CC(C)O1 (stereo unspecified) | 19% | 4% | -7% |
| 13 | CCOC(=O)C1Nc2ccc(C(F)(F)F)cc2C2C=CCC12 (stereo unspecified) | -23% | ? | -6% |
| 14 | Nc1nc(SCc2ccc3c(c2)OCO3)n[nH]1 | 36%[activator] | -2% | -4% |
| 15 | CCOC(=O)C1CCN(C(=O)c2cccc(S(=O)(=O)N3CCCc4ccccc43)c2)CC1 | 80%[activator] | -8% | -1% |
| 16 | COc1cccc(-c2nnn(CC(=O)O)n2)c1 | 14% | 4% | -7% |

New compounds follow:
21	CC(Sc1nc(-c2ccccc2)cc(C(F)(F)F)n1)C(=O)NCc1ccco1 (stereo unspecified)
22	COc1ccc(Cn2c(O)cc(=O)[nH]c2=O)cc1
23	CCOC(=O)c1cc(C)n(CC2CCC(C(=O)Nc3ccc(Cl)cc3)CC2)c1C (stereo unspecified)
24	Cc1ccc(-c2nnc(Nc3ccccc3)c3ccccc23)cc1S(=O)(=O)N1CCOCC1
25	C=CCC(C(=O)OC)(C(=O)OC)c1ccc(C(F)(F)F)cc1[N+](=O)[O-]
26	CCC(C)C(=O)Nc1nc2ccc(OC)cc2s1 (stereo unspecified)
27	Cc1ccc(S(=O)(=O)N2C[C@@H]3[C@H]4CC[C@H](C4)[C@@H]3[C@@H](C)[C@@H]2c2cn(Cc3ccccc3)c3ncccc23)cc1
28	CCCN(CCC)C(=O)C1CC(=O)OC12CCCCC2 (stereo unspecified)
29	COc1ccc(CN(CC(=O)NCc2ccco2)C(=O)CNS(=O)(=O)c2ccc(C)cc2)cc1
30	Cc1cc(S(=O)(=O)NCc2ccccc2)ccc1OCC(=O)N1CCCC1
assay / compound	21	22	23	24	25	26	27	28	29	30
BAZ2B inh	-6%	-6%	-17%	-1%	-14%	-1%	.	-4%	-21%	4%
Tb PGK inh	-9%	-7%	i	2%	5%	0%	0%	-5%	i	i
GLS inh	6%	1%	-10%	-2%	-9%	-16%	1%	2%	0%	-3%
BLM inh	-4%	0%	-8%	-5%	-9%	-1%	.	-2%	-7%	-2%
HP1b binding inh	24%	46%[activator]	40%	10%	9%	46%[activator]	-10%	24%	11%	26%
Pin1 inh	-4%	?	22%	9%	-5%	2%	6%	0%	-1%	1%
JMJD2A Tudor	6%	-25%	-8%	-17%	-4%	-4%	-23%	-13%	-13%	4%
Pol iota inh	?	?	19%	?	107%[activator]	17%	?	-11%	0%	-12%
G9a block	8%[59 µM]	10µM*	?	4%[59 µM]	19%[59 µM]	3%	.	-43%	3%	13%

Profiles from above. Order of screens: BAZ2B inh | Tb PGK inh | GLS inh | BLM inh | HP1b binding inh | Pin1 inh | JMJD2A Tudor | Pol iota inh | G9a block
CC1CN(C(=O)c2cccn(Cc3c(Cl)cccc3Cl)c2=O)CC(C)O1 (stereo unspecified) as listed: 0% | -7% | -4% | -2% | 19% | 1% | -3% | 4% | 10%
COc1ccc(CSc2nnc3[nH]c(=O)cc(N)n23)cc1 as listed: -22% | -2% | 0% | -2% | 2% | 9% | -16%[11.4 µM] | 8% | 35µM*

Later entries.
31	CCOc1ccc(NC(=O)CN(C)CC(=O)Nc2cc(Cl)ccc2C#N)cc1OCC
32	COc1ccc(Cl)cc1N(C(=O)c1ccco1)C(C(=O)NC1CCCC1)c1ccco1 (stereo unspecified)
33	Cc1nnc(NC(=O)c2ccc(F)c(S(=O)(=O)N3CCCCC3)c2)s1
34	COc1cc(C(=O)OCCCc2cc3ccccc3c(=O)o2)cc(OC)c1OC
35	Cc1cc(C(=O)Nc2ccc(C)c(C)c2)n(-c2ccccc2)n1
36	Nc1ncc([N+](=O)[O-])cc1Br
37	COC(=O)CNC(=O)N1CCN(S(=O)(=O)c2ccc3c(ccn3C)c2)CC1
38	Cc1c(Br)ccc(NC(=O)CCN2C(=O)C3C4CCC(C4)C3C2=O)c1C (stereo unspecified)
39	O=C(Cc1ccccc1F)Nc1ccc(S(=O)(=O)N2CCCCC2)cc1
40	CCOC(=O)C(C)/C(C)=N/NC(N)=S (stereo unspecified)
41	Cc1ccc2nc(SCC(=O)Nc3ncccn3)[nH]c2c1
assay / compound	31	32	33	34	35	36	37	38	39	40	41
BAZ2B inh	-5%	-31%	-8%	7%	-9%	-3%	7%	-23%	3%	1%	?
Tb PGK inh	2%	i	-4%	-1%	-2%	-8%	3%	-1%	i	23%	-1%
GLS inh	4%	15%	10%	-1%	?	0%	-8%	-3%	-6%	20%	-1%
BLM inh	-2%	-1%	-3%	.	-4%	-7%	-2%	0%	-7%	0%	-2%
HP1b binding inh	30%	-8%	24%	37%	32%	34%	14%[57 µM]	26%	24%	38%	31%[activator]
Pin1 inh	1%	-8%	6%	-4%	2%	-12%	1%	?	22%	-1%	-7%
JMJD2A Tudor	-14%	-18%	?	-20%	-3%	3%	-13%	7%	-11%	-12%[57.1 µM]	-28%
Pol iota inh	-3%	46%[activator]	-3%	12%	149%[activator]	17%	4%	5%	-17%	19%	-13%
G9a block	22%	?	.	-4%[0.501 µM]	26%	-2%[59 µM]	40%[59 µM]	-25%[59 µM]	.	?	.

Screening data deposited in PubChem by National Center for Advancing Translational Sciences (NCATS).

The list is partial. The share of hits here may be higher or lower than overall.
